Bioassay records deposited in PubChem by National Center for Advancing Translational Sciences (NCATS).
ATXN2 expr inh – reduces ATXN2 reporter expression in HEK-293 cells | HEK-293 ATXN2-luciferase reporter, luminescence, 24 h | Potency, µM (titrated, usually from 57 µM), inactives show at the highest dose activity change, negative = inhibition, actives largely listed as inhibitors | hit rate 0.72% among 360,000; note: % is set by controls: 0 for no effect and ±100 for the full control effect; nearly all actives have a fitted effect of over 55% in size
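qHTS (up to 57 uM final) was run with 24 h compound exposure of reporter cells at 37 °C. Each well was multiplexed: SteadyGlo luminescence measured ATXN2-luciferase expression after a fluorogenic Gly-Phe-AFC viability readout (25 uM final).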
TGFb inhibitor – blocks TGF-b signaling; HepG2 CAGA-GFP TGF-b/SMAD3 reporter, GFP fluorescence, 18 h; TGF-beta stimulated, 500 pg/mL final; Potency, µM (highest dose often 46.1 µM), without a hit: top-dose activity, negative = inhibition, hits mostly inhibitors; hit rate 1.2% among 410,000; note: % is set by controls: 0 for no effect and ±100 for the full control effect; nearly all actives have a fitted effect of over 65% in size
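HEPG2 CAGA-GFP, 1000 cells/well; 2 h settle, 37 C; cpd via pin tool; TGF-b 500 pg/mL final; 18 h, 37 C; GFP imaging ex488/em500-530; %Activity normalised to -TGF-b and +DMSO controls; CRC fit, curve class.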
Nrf2 inh – blocks Nrf2 signaling | hit rate 2.1% among 360,000 | A549 ARE-Fluc reporter, luciferase luminescence, 18-24 h | Potency, µM (titrated, usually from 46 µM), without a hit: top-dose activity change, negative = inhibition, most hits filed as inhibitors; note: % is set by controls: 0 for no effect and ±100 for the full control effect; nearly all actives have a fitted effect of over 60% in size
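Quantitative HTS in A549 cells stably bearing an antioxidant response element-firefly luciferase construct. Inhibition of Nrf2-driven transcription was scored by luminescence after 18-24 h of compound exposure at 37 °C.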
Nrf2 activator – activators of Nrf2 (ARE) signaling; AREc32 ARE-luciferase reporter (MCF7-derived line), luminescence, 24 h; Potency, µM (titrated, usually from 46.1 µM), inactives show at the highest dose activation, usual class: activators; hit rate 0.31% among 410,000; AID 624171; note: % of control where 0% means no effect; nearly all actives have a fitted effect of over 65% in size
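Cells of the AREc32 ARE-luciferase line are plated in OPTI-MEM containing 5% FBS and left overnight at 37 deg C. Compounds are pinned in, incubation continues 24 hr, and firefly luciferase signal is then measured.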
HepG2 viability – kills HepG2 cells in TGF-b inhibitor counter-screen. HepG2 CAGA-GFP viability, ATP luminescence, 18 h. AID 588856. hit rate 0.76% among 410,000. Potency, µM (top dose mostly 46.1 µM), for the others: at the highest dose activity change, negative = cytotoxicity, actives largely listed as cytotoxic; note: some results filed as inactive show a strong effect at the top dose
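CellTiter-Glo luminescence gave cytotoxicity after 18 hours at 37 degrees C. The cells were HepG2 CAGA-GFP in 1% FBS DMEM, stimulated with 500 pg/mL TGF-beta after compound addition. %Activity was normalised to no-cell wells (complete cell-killing) and DMSO (no toxicity), and curves were fitted and classified.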
EPAC2 antag – antagonists of human EPAC2; Q8WZA2; EPAC2 GEF exchange of Rap1B-BODIPY-GDP, fluorescence; Potency, µM (series often up to 114 µM), for inactives: at the highest dose activity, negative = inhibition, most hits filed as inhibitors; hit rate 0.18% among 360,000; note: % is set by controls: 0 for no effect and ±100 for the full control effect; nearly all actives have a fitted effect of over 45% in size; many of its hits are not listed in these tables
Target sequence (Q8WZA2 whole entry, looked up): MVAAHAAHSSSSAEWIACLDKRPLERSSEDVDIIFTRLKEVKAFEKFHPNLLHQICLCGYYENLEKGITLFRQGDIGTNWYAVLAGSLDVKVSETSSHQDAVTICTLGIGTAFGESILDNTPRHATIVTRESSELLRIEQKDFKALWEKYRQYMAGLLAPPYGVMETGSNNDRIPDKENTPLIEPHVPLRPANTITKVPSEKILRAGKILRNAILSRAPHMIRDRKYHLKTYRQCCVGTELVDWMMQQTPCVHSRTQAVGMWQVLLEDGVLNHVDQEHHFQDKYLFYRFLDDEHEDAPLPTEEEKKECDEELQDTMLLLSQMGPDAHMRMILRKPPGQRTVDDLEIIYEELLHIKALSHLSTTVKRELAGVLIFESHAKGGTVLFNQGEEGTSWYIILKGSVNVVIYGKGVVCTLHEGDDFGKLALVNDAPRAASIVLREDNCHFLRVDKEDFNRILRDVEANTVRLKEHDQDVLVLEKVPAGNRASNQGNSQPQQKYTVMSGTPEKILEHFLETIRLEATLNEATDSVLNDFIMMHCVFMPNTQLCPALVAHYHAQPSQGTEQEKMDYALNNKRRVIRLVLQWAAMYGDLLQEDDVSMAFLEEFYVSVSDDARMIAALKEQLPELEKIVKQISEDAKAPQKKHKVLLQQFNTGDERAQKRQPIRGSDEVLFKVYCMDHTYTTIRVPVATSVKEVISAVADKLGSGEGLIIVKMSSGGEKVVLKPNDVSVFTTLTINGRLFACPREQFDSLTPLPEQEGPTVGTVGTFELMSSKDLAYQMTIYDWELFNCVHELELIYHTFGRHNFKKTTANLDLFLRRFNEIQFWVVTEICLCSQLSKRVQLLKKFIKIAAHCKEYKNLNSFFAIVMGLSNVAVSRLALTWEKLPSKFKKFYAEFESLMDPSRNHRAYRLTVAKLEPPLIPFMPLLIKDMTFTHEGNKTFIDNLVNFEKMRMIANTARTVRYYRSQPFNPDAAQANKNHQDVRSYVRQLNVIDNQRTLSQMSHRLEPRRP
S2 tox – viability counter-screen for ATXN expression inhibitors. Potency, µM (highest dose often 56.7 µM), most hits filed as cytotoxic. S2 cells (HEK-293 line with an ATXN2-luciferase reporter) viability, CellTiter-Fluor protease fluorescence, 24 h. hit rate 0.49% among 400,000; note: nearly all actives have a fitted effect of over 40% in size
MCF10A rereplic – DNA re-replication induction in MCF 10a cells; MCF 10A DNA re-replication, Hoechst nuclear intensity, 48 h; Potency, µM (series often up to 46.1 µM), without a hit: top-dose activity, positive = re-replication, most hits filed as activators; hit rate 2.9% among 350,000; AID 624296; note: % of control where 0% means no effect; nearly all actives have a fitted effect of over 50% in size
A549 viability – kills or reduces viability of A549 cells in Nrf2 counter-screen | A549 ARE-Fluc cells, CellTiter-Fluor viability, 18-24 h | Potency, µM (doses to about 46 µM), for inactives: at the highest dose activity change, negative = cytotoxicity, usual class: inhibitors | hit rate 0.16% among 390,000 | AID 504648; note: % is set by controls: 0 for no effect and ±100 for the full control effect
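Cytotoxicity counterscreen: CellTiter-Fluor fluorescence was measured in A549 ARE_Fluc cells after 18-24 h of compound exposure in a concentration series. The subsequent BugLite luminescent read reports ARE-luciferase activity.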
Numbers without * were called inactive; i = inactive; ? = inconclusive; . = not tested or not shown; [ ] = another dose, or the depositor's remark. Calls come from the whole dose curve; as a rule, active = well fitted curve in the direction sought with a large enough effect; inconclusive = small, poorly fitted or top-dose-only effect, or another doubt; inactive = no such curve, though single readings can be large; an effect the other way counts as inactive or inconclusive. Potency is the fitted concentration of half-maximal effect.

no.	mol	Nrf2 inh	A549 viability	ATXN2 expr inh	MCF10A rereplic	HepG2 viability	TGFb inhibitor	Nrf2 activator	S2 tox	EPAC2 antag
1	CN(CC(=O)Nc1ccc(Cl)cc1)c1ccc(S(=O)(=O)N2CCCCC2)cc1[N+](=O)[O-]	?	-17%	-24%	-5%	-8%	-16%	3.4%	?	2%
2	CC(C)n1c(=O)c2ccccc2n1Cc1cn(-c2ccc(Cl)cc2)nn1	.	.	-12%	.	-4%	-3%	3.1%	i	3%
3	CC(C)C(=O)NN(C(=O)C(C)C)c1nc2ccccc2s1	5%	2%	13%	1%	17%	-4%	0.6%	?	9%
4	Cc1cccn2c(CN3CCCN(C=O)CC3)c(C(=O)N(C)CCc3ccccc3)nc12	13%	-6%	.	8%	-3%	-16%	8.6%	?	4%
5	O=C(c1cc2cc(Br)ccc2oc1=O)N1CCCC1	0%	3%	2%	19%	4%	15%	0.1%	i	-6%
6	COc1cccc(NC(=O)c2cn(C)c(=O)c3cc(OC)c(OC)cc23)c1	-14%	-2%	6%	?	2%	-1%	2.7%	i	1%
7	CC1Cc2ccccc2N1C(=O)C1CC(=O)N(c2ccccc2)C1 (configuration not stated)	?	2%	8%	3%	11%	0%	0.2%	i	1%
8	CCCNC(=O)c1ccc2c(c1)CCN2S(C)(=O)=O	-6%	-2%	-24%	-38%[inhibitor]	5%	12%	0.0%	i	2%
9	Cc1ccc(CNC(=O)C2CC3Cn4c(nc5cc6ccccc6cc54)C3N2C)o1 (configuration not stated)	3%	3%	9%	8%	2%	-13%	4.1%	i	18%
10	COc1ccc(Cl)cc1NC(=O)Cc1ccc(NC(=O)N2CCCCc3ccccc32)cc1	-27%	-4%	6%	.	-6%	-22%	-0.4%	i	.
11	COC(=O)Cn1c(SCCOc2ccccc2Cl)nc2ccccc21	23µM*	-10%	6%	.	-11%	-26%	3.2%	i	.
12	Cc1cc(C)cc(-n2cc(C(=O)O)c(=O)cc2C)c1	4%	-4%	5%	-1%	-12%	-3%	-0.2%	i	4%
13	COc1ccc(NC(=O)Cn2c(=O)n(CCCC(=O)NCc3ccccc3Cl)c(=O)c3ccccc32)c(OC)c1	?	4%	12%	.	-10%	0%	-0.6%	i	.
14	Cc1cc(C)n(-c2nc3c(c(=O)[nH]c(=O)n3C)n2C(C)C)n1	9%	2%	-5%	1%	5%	-1%	0.6%	i	7%
15	CCOC(=O)c1c(C=O)c2ccccc2n1CC	-8%	0%	-9%	-9%	-3%	6%	-0.4%	i	-15%
16	COc1ccc2c3c(cccc13)OCC2=O	-8%	0%	-8%	-6%	8%	31%	0.1%	i	9%
17	Cc1cccc(C)c1NC(=O)C1c2cccc[n+]2CC(=O)N1Cc1ccc2c(c1)OCO2 (configuration not stated)	4%	7%	-2%	-10%	-10%	-5%	0.0%	i	4%
18	CC(C)COP(=O)(c1ccc(N(C)C)cc1)C(O)c1ccccc1F (configuration not stated)	-9%	-10%	.	1%	-26%	?	0.2%	.	-1%
19	Cc1ccc(C)c(C2=CSC3=NS(=O)(=O)CCN23)c1	-41%	-4%	7%	0%	1%	7%	-0.5%	i	10%
20	O=S(=O)(Nc1cccnc1)c1ccc(Br)c2ccccc12	-16%	3%	.	-7%	-29%	?	0.0%	i	27%
21	Cc1ccc(N=C2NC(=O)CS2)cc1	2%	0%	-3%	-1%	-30%	-5%	0.0%	i	-2%
22	COc1ccc(-c2cc(C(=O)Nc3cc(C(F)(F)F)ccc3Cl)no2)cc1	19%	-3%	-2%	.	-40%	2%	0.3%	i	.
23	c1ccc(CCn2nnnc2C(c2cccs2)N2CCOCC2)cc1 (configuration not stated)	2%	18%	4%	3%	-9%	-13%	-0.1%	i	-2%
24	COc1cccc(NC(=O)COC(=O)c2ccccc2SCC(=O)N2CCCC2)c1	12%	2%	3%	0%	-48%	-7%	2.1%	i	5%
25	Cc1cc(OCCOc2cccc3cccnc23)cc(C)c1Cl	.	6%	3%	23µM*	-26%	9%	-0.2%	i	-3%
26	Oc1ccc(C[C@H]2CNCCN2CC2(c3ccccc3)CC2)cc1	?	-12%	-16%	4%	-13%	-1%	-3.3%	i	14%
27	Cc1nc2sc(C(c3ccccc3)N3CCN(C)CC3)c(O)n2n1 (configuration not stated)	8%	4%	-15%	-1%	-4%	8%	0.4%	?	4%
28	COc1ccc(Cl)cc1C(=O)N1CCN(c2ccccn2)CC1	15%	-1%	2%	-6%	8%	?	-0.3%	i	5%
29	CC(Sc1nnnn1C)C(=O)Nc1ccccc1-c1ccccc1 (configuration not stated)	9%	-3%	4%	-6%	4%	4%	0.3%	i	-1%
30	O=C(CNS(=O)(=O)c1ccccc1)N1CCN(C(=O)c2ccco2)CC1	12%	6%	-8%	-4%	-20%	-2%	0.2%	i	-3%
31	Cc1ccccc1N1CCN(C(=S)c2ccc([N+](=O)[O-])cc2)CC1	-13%	1%	-5%	9%	-8%	?	-0.4%	i	1%
32	COCCCNS(=O)(=O)c1cccc(S(=O)(=O)c2cccc(S(=O)(=O)NCCCOC)c2)c1	?	2%	-11%	3%	-18%	-5%	-0.1%	i	0%
33	O=C(NC(=S)Nc1ccc(NC(=O)c2ccco2)cc1)c1ccccc1	6%	5%	-9%	2%	-3%	?	3.1%	i	0%
34	N#Cc1c(SCC(=O)N2CCOCC2)nsc1SCC(=O)N1CCOCC1	-2%	-9%	1%	-3%	-17%	-7%	-0.3%	i	0%
35	CCOC(=O)c1cn(Cc2ccc(C)cc2)nn1	15%	-2%	12%	1%	-18%	-4%	0.7%	i	-1%
36	CCCCOc1ccc(-c2n[nH]c(=S)n2Cc2ccccc2)cc1	-4%	8%	-6%	?	-36%	0%	1.7%	i	3%
37	O=C(Nc1cccc(C(F)(F)F)c1)C1CCN(S(=O)(=O)c2cccnc2)CC1	7%	-4%	.	0%	-14%	1%	3.6%	i	6%
38	COC(=O)c1cn(C(=O)c2ccccc2)c2ccccc12	-15%	-2%	.	-9%	-6%	1%	-0.6%	i	?
39	COc1ccc2c(c1)c1nc(SCC(C)C)n(CCO)c(=O)c1n2C	10%	4%	-6%	24%	-14%	-18%	-0.2%	i	-12%
40	COc1cc(NC(=O)Cn2nnc(-c3ccc(C(F)(F)F)cc3)n2)c(C(=O)O)cc1OC	.	6%	35%[activator]	.	7%	19%	4.9%	i	.
41	Cc1cc2cc(CNC(=O)c3ccc(S(=O)(=O)N4CCCC4)cc3)ccc2n1C	-29%	-3%	1%	4%	-3%	0%	-0.9%	i	10%
42	CN(C)CC/C=C1\c2cc(Cl)ccc2Sc2cc(F)c(F)cc21	?	1%	-21%	?	-128%	?	-0.2%	i	3%
43	CCOc1ccc(N(CC(=O)NC2CCCC2)C(=O)CCC(=O)Nc2nccs2)cc1	-2%	1%	5%	1%	-9%	-1%	-0.3%	i	3%
44	O=C(NNC(=O)c1ccncc1)Nc1cc(Cl)ccc1Cl	?	-7%	17%	-39%[inhibitor]	-5%	-2%	5.1%	?	12%
45	COc1ccc(CNCc2ccccc2[N+](=O)[O-])cc1OC	4%	4%	.	4%	3%	-3%	9.2%	i	-2%
46	Cc1ccc(NC(=O)COS(=O)c2ccc(C)cc2)cc1 (configuration not stated)	5%	6%	4%	-1%	-2%	-6%	-0.4%	i	3%
47	CN(C)S(=O)(=O)c1cccc(-c2nn(-c3ccccc3)cc2/C=C2\SC(=S)N(CC(=O)O)C2=O)c1	-10%	-19%	-6%	6%	-21%	-12%	-0.2%	i	-2%
48	NC(=O)c1ccc(NC(=O)CSc2nnc(-c3ccccn3)n2N)cc1	4%	-4%	.	2%	13%	7%	0.4%	?	-2%
49	O=C(NC1CCCCC1)C1CCN(c2ncccn2)CC1	12%	1%	-2%	-3%	3%	-4%	-0.6%	i	1%
50	Cc1ccc(C)c(NC(=O)C2COc3ccccc3O2)c1 (configuration not stated)	11%	1%	.	11%	2%	1%	6.9%	i	-8%

Some of these compounds in order of the Nrf2 inh value, highest first:
No.	Compound	Nrf2 inh
49	O=C(NC1CCCCC1)C1CCN(c2ncccn2)CC1	12%
27	Cc1nc2sc(C(c3ccccc3)N3CCN(C)CC3)c(O)n2n1 (configuration not stated)	8%
33	O=C(NC(=S)Nc1ccc(NC(=O)c2ccco2)cc1)c1ccccc1	6%

(next part)
no.	mol	Nrf2 inh	A549 viability	ATXN2 expr inh	MCF10A rereplic	HepG2 viability	TGFb inhibitor	Nrf2 activator	S2 tox	EPAC2 antag
51	CCOC(=O)c1ccc(NC(=O)c2c(N3CCCC3=O)c3cc(OC)ccc3n2C)cc1	14%	9%	-25%	.	-20%	-19%	2.9%	i	.
52	O=C(NCCc1nnc2ccc(NCc3ccc(Cl)cc3)nn12)c1ccccc1	2%	-1%	-3%	-1%	8%	-3%	-0.2%	i	-1%
53	COC(=O)c1c(-c2ccc(C)cc2)csc1NC(=O)C1CC=CCC1C(=O)O (configuration not stated)	19%	2%	44%[activator]	0%	-9%	-5%	-0.3%	i	-2%
54	Cc1ccc(S(=O)(=O)N2CCOCC2)cc1C(=O)N1CCN(S(=O)(=O)c2ccccc2F)CC1	?	2%	3%	8%	1%	-11%	-0.6%	i	?
55	COc1cc(CNC2CCCC2)c(Br)cc1OCc1ccccc1	2%	2%	9%[11.3 µM]	0%	-8%	-17%	5.0%	i	4%
56	COc1cccc2cc(C(=O)N3CCc4ccccc43)c(=O)oc12	-23%	-15%	20%	-4%	-3%	13%	2.3%	i	7%
57	COc1cc(OC)cc(C(=O)NNC(=O)CCNS(=O)(=O)c2ccc(C)c(C)c2)c1	-2%	-6%	8%	0%	-11%	?	-0.6%	i	0%
58	COc1ccc(C2C(C(N)=O)=C(C)Nc3nc(-c4ccccc4)nn32)cc1OC (configuration not stated)	-6%	-2%	24%	10%	-15%	5%	12%	i	1%
59	COc1ccc2[nH]c(C(=O)O)c(NC(=O)c3cc(OC)c(OC)c(OC)c3)c2c1	-3%	-1%	7%	1%	4%	8%	-0.1%	i	0%

Some of the compounds tested, so the mix of outcomes need not match the whole.
